Screening data: PubChem, several laboratories
M17LAP inhibition – P. falciparum M17LAP inhibitors, primary screen, biochemical, fluorogenic H-Leu-NHMec substrate, 1536-well (AID 1619); hit rate 0.38% among 220,000; one-dose inhibition, % at 30 µM; IC50 in µM for titrated hits; recombinant M17LAP, H-Leu-NHMec fluorogenic kinetic assay; higher % means a stronger effect;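 active = compound inhibiting the enzyme by more than half at any dose during confirmatory dose-response retesting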;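 note: plate controls were full reaction with DMSO carrier for no effect and no enzyme background for full effect; strong numbers were not always called active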
MT stabilize HCS – microtubule stabilizers in HeLa cells; hit rate 0.83% among 200,000; % tubulin-high responders, % at 10 µM; HeLa tubulin immunostaining HCS, 24 h; share of cells brighter than vehicle mean+2SD;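 active = plate Z-score above 3 for both tubulin-high and condensed-nucleus cell shares, with cell loss under 80%, at 10 µM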;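 note: anti alpha tubulin signal scored within the nucleus-defined area of each cell; some results filed as inactive read as strong as hits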
Autophagy mod – alters autophagy in cells. hit rate 0.98% among 190,000. MEF GFP-LC3 puncta imaging; test concentration mostly 10 µM. AID 463193. calls only at 10 µM (by protocol);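 active = percentage of spot-positive cells more than 3 SD above its plate mean, without a fluorescence outlier flag or 80% toxicity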;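 note: spot-positive cell cutoff set from DMSO-treated cells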
bCat nuc transl – alters nuclear translocation of beta-catenin in HeLa cells; immunofluorescence imaging; nuclear translocation activity, % at 5 µM; hit rate 0.3% among 190,000; AID 1665;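 active = nuclear translocation activity above 50% at 5 µM, with a well cell count of 50 or more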;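 note: per-cell ratio of nuclear to cytoplasmic median beta-catenin stain intensity; plate controls were DMSO negative control for no effect and GSK-3 inhibitor IX positive control for full effect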
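System: Human HeLa cells, endogenous beta-catenin | Compound dosing: 5 µM primary, 0.02–20 µM confirmation | Timing: 24 h compound exposure at 37°C, 5% CO2 | Measured by: Fluorescence imaging of beta-catenin antibody stain plus DAPI | Read-out basis: % activation of per-cell nuclear versus cytoplasmic median beta-catenin signal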
Insulin prom up – MIN6 insulin promoter up-regulation. z-score at 5 µM. hit rate 0.3% among 190,000. AID 1625. MIN6 insulin promoter-GFP reporter, high-content imaging; active compounds read high;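 active = z-score above 3 at 5 µM with at least 500 cells counted in the well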
M1AAP inhibition – P. falciparum M1AAP inhibitors, biochemical, fluorogenic H-Leu-NHMec substrate, 1536-well (AID 1445); hit rate 0.42% among 220,000; inhibition, % at 30 µM, or IC50 in µM where a hit was titrated; recombinant M1AAP, H-Leu-NHMec fluorogenic kinetic assay; higher % means a stronger effect;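 active = primary inhibition above the hit cutoff, then over 50% inhibition at one or more dose response concentrations, cut at about 23% in these data, passing the limit was not always enough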;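 note: plate controls were DMSO full reaction for no effect and no enzyme background for full effect; strong numbers were not always called active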
K1F lysis inhibition – protection from phage-mediated lysis, alamar blue read-out – E. coli UTI89, K1F phage, bacterial capsule biogenesis inhibitors (AID 488966) | inhibition, % at 100 µM; hits with a dose series show IC50 in µM | hit rate 0.02% among 340,000 | E. coli UTI89 K1F phage lysis, alamar blue, 2 h; higher % means a stronger effect;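 active = phage lysis inhibition, versus mean bacterial control, above a set limit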;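 note: capsule biogenesis inhibitors block K1F phage lysis so surviving cells raise fluorescence; higher fluorescence means more inhibition of phage lysis; actives were called in the ten point dose series up to 300 µM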
Dynein transport – dynein cargo transport inhibition; 3617.4 mouse cells, GR-EGFP nuclear translocation imaging; test concentration mostly 20 µM; stimulated with dexamethasone, 1 µM; active compounds read low; z-score, hits read low; hit rate 0.47% among 220,000; AID 1381;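 active = plate z-score of nuclear minus cytoplasmic receptor signal below a set negative limit, without overly bright fluorescence or cell loss, cut at about -3.5 in these data, passing the limit was not always enough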;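 note: z-score of nuclear minus cytoplasmic ring GR-EGFP intensity difference per well; some compounds called inactive have numbers as strong as hits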
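Also added – dexamethasone, 1.0 µM final · Buffer or medium – tet-free, stripped-serum medium · Schedule – induction 48 h, compound 1 h, agonist 30 min · Detection – formaldehyde fixation, Hoechst nuclear stain, 10x automated fluorescence imaging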
CSM14.1 death rescue – protection against thapsigargin-triggered cell killing – 384-well, CSM14.1, ATP luminescence, primary screen (AID 1222). one-dose cellular ATP content (survival), % at 20 µM; EC50 in µM for titrated hits. 190,000 tested, under 10 active. CSM14.1 thapsigargin-induced death rescue, ATP luminescence; higher % means a stronger effect;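 active = EC50 below 50 µM in the dose-response confirmation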;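 note: death triggered by thapsigargin at about 15 µM added after 2 h compound pretreatment; cell ATP read after overnight thapsigargin exposure of roughly 18 to 22 hours; normalized against plate controls of thapsigargin alone and 5% DMSO vehicle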
Dynein transport cytoplasmic EGFP – second read-out of Dynein transport, no call of its own (marks repeat the call); z-score; measured here: cytoplasmic GR-EGFP intensity; active compounds read high
Dynein transport nuclear GR-EGFP – further read-out of Dynein transport, marked with its call; z-score; measured here: nuclear GR-EGFP intensity;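 lower value marks the stronger effect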
Dynein transport cell count – second read-out of Dynein transport, no call of its own (marks repeat the call); z-score; measured here: cell count per field
Insulin prom up cell count – recorded beside Insulin prom up, whose call it bears; cell count; measured here: cytotoxicity, nuclei count;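 total cells summed across four imaged fields per well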
bCat nuc transl cell count 5 µM – also measured in bCat nuc transl; calls as there; cell count; measured here: cell count, cytotoxicity flag
MT stabilize HCS Hoechst-high % – also measured in MT stabilize HCS; calls as there; % Hoechst-high responders; measured here: nuclear condensation Hoechst responders;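 share of cells brighter than vehicle mean plus two SD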
MT stabilize HCS cytotoxicity % – second read-out of MT stabilize HCS, no call of its own (marks repeat the call); toxicity, %; measured here: cytotoxicity by cell density;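 0% = mean cell density of plate MIN control wells and 100% = no cells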
Autophagy mod cell loss 18 h – second read-out of Autophagy mod, no call of its own (marks repeat the call); toxicity, %; measured here: cell loss, nuclei count;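 cell loss after 18 h compound exposure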
* = called active by the depositor; i = inactive; · = no result given; [ ] = another dose, or the depositor's remark.

SMILES	M17LAP inhibition	MT stabilize HCS	MT stabilize HCS Hoechst-high %	MT stabilize HCS cytotoxicity %	Autophagy mod	Autophagy mod cell loss 18 h	bCat nuc transl	bCat nuc transl cell count 5 µM	Insulin prom up	Insulin prom up cell count	M1AAP inhibition	K1F lysis inhibition	Dynein transport	Dynein transport cytoplasmic EGFP	Dynein transport nuclear GR-EGFP	Dynein transport cell count	CSM14.1 death rescue
Cc1nc(-c2ccc(NC(=O)c3ccccc3C)cc2)cs1	-5%	3.1	2.1	0.7	i	27	0.7	932	0.5	1442	7%	0.3%	-0.42	-0.3	-0.39	0.98	-1.8%
CCCCn1c(=N)n(CCOc2ccc(C)cc2)c2ccccc21	0%	2.4	3.5	4.2	i	5	-0.8	488	-3.5	634	-4%	12%	-0.45	-0.26	-0.59	0.81	-1.1%
COc1cc(S(=O)(=O)NCc2cccnc2)ccc1F	5%	3.0	2.3	6.9	i	-2	-5.1	1126	0.12	699	1%	-0.2%	-0.11	-0.24	-0.046	0.73	-3.9%
COc1ccc(CC(=O)Nc2nc(-c3cc(OC)ccc3OC)cs2)cc1	4%	3.1	2.1	7.4	i	0	-0.9	1030	-0.41	1233	-1%	1.2%	-0.18	0.026	-0.18	0.05	-1.1%
O=c1c2sccc2[nH]c(=S)n1Cc1ccccc1	-16%	2.2	4.1	3.8	i	3	-3.9	539	0.18	1277	6%	2.6%	-0.87	-0.33	-0.81	0.96	-3.2%
CC(C)CNC(CC(=O)O)c1ccccc1 (stereo unspecified)	6%	2.8	2.3	6.7	i	0	1.2	1132	-0.85	1342	-6%	0.3%	0.53	-0.18	0.65	-0.26	-8.0%
NC(=O)C1(N2CCCCC2)CCN(C(=S)NCCc2ccccc2)CC1	8%	1.7	1.8	7.0	i	5	1.2	1124	-0.08	1147	2%	0.3%	-0.97	0.24	-0.7	1.2	-0.7%
Cc1cc(NC(=O)Nc2ccccc2)n(-c2ccccc2)n1	13%	1.8	1.0	25	i	0	-3.3	1174	0.06	1110	2%	2.8%	-0.17	-0.26	0.2	-0.23	0.4%
Cc1ccccc1CO/N=C/c1[nH]ncc1Br	7%	·	·	·	·	·	0.5	1096	-0.79	1315	-2%	4.5%	-0.19	-0.24	-0.076	0.54	·
C=CCOC(=O)C1=C(C)N=C2SCCC(=O)N2C1c1cccs1 (stereo unspecified)	-13%	3.9	2.8	10	i	6	-2.1	1132	0	809	7%	2.3%[50 µM]	0.68	-0.23	1.1	-1.8	-1.8%
Cc1nc2c(-c3ccccc3)c(C)nn2c(C)c1CCC(=O)O	15%	3.8	1.4	5.3	·	·	-0.5	1126	-0.16	1866	20%	0.1%	-0.037	-0.19	0.1	0.037	·
O=C(O)C1CCCCN1S(=O)(=O)c1ccc2ccccc2c1 (stereo unspecified)	5%	1.8	1.6	4.3	i	-2	-7.7	1361	·	·	1%	0.1%	0.94	-0.11	1.2	0.25	4.0%
Cc1noc(C)c1S(=O)(=O)N1CCC(C(=O)N2CCC(C)CC2)CC1	9%	2.6	1.1	7.4	i	-2	2.7	942	0.05	933	0%	0.8%	-0.16	-0.27	0.52	1.2	4.4%
Cc1cccc(OCCSc2nnc(-c3ccoc3C)n2C)c1	9%	1.6	1.6	11	i	4	-4.7	1000	-0.63	1258	2%	0.9%	-0.082	-0.2	0.13	0.46	0.3%
c1ccc(OCc2nc3ccccc3s2)cc1	1%	3.5	1.8	5.3	i	0	0.2	958	-0.38	1256	3%	0.2%	1	-0.11	0.43	-0.14	·
CCCCCCn1c(SCCN2CCOCC2)nc2c1c(=O)[nH]c(=O)n2C	10%	4.1	1.5	1.5	i	3	-5.9	1398	·	·	-5%	0.8%	2.9	0.091	2.5	-3.3	-1.0%
CNC(=S)Nc1ccc(C)c(NC(=S)NC)c1	8%	2.6	1.4	1.8	i	10	2.1	1040	0.46	1442	-3%	0.1%	1.4	-0.22	0.69	0.28	1.4%
CCCCNC(=O)C(C#N)c1nc2ccccc2nc1N1CCCC1 (stereo unspecified)	-16%	2.8	2.2	4.5	i	-9	·	·	-0.17	1315	10%	·	-0.066	0.38	0.41	-0.024	·
COCCNC(=O)C(=O)Nc1ccc(Cl)cc1C	-7%	1.5	2.0	3.1	i	-32	-2.0	1113	0.2	1227	-1%	0.1%	0.26	-0.33	0.31	0.2	-7.6%
O=C(NCCCN1CCOCC1)C1(c2ccccc2)CCCC1	-2%	4.2	2.0	2.0	i	-12	·	·	0.59	1324	-1%	0.3%	-0.21	-0.11	-0.1	1.4	-1.5%
CC(c1ccco1)N(C(=O)c1cccs1)c1ccccn1 (stereo unspecified)	3%	1.8	1.9	13	i	-5	-0.6	907	0.47	1513	5%	-1.4%	-0.48	-0.19	-0.079	0.21	-0.3%
Cc1ccc(-n2c(C)c([N+](=O)[O-])c3ccc(O)cc32)cc1	4%	·	·	·	·	·	-5.7	1188	-1.7	1484	7%	·	1	-0.18	0.48	-0.19	·
O=C(CSc1ncn[nH]1)Nc1ccc(OCc2ccccc2)cc1	11%	3.8	2.5	7.5	i	-6	-1.8	1048	0.31	1157	-16%	-0.7%	0.65	-0.078	0.4	-0.013	-0.1%
Cc1noc(C)c1S(=O)(=O)N1CCC(C(=O)NCCc2ccc(S(N)(=O)=O)cc2)CC1	2%	2.7	1.1	9.6	i	-19	·	·	-0.54	918	7%	-0.5%	2.1	-0.27	1.1	-0.73	-1.0%
O=C(COc1ccc(Br)cc1CNC1CCCC1)Nc1ccccc1	-2%	1.1	1.4	9.2	i	4	-3.2	955	0.02	1574	5%	0.1%	-0.26	-0.16	0.54	-0.7	-3.0%
Next part.
SMILES	M17LAP inhibition	MT stabilize HCS	MT stabilize HCS Hoechst-high %	MT stabilize HCS cytotoxicity %	Autophagy mod	Autophagy mod cell loss 18 h	bCat nuc transl	bCat nuc transl cell count 5 µM	Insulin prom up	Insulin prom up cell count	M1AAP inhibition	K1F lysis inhibition	Dynein transport	Dynein transport cytoplasmic EGFP	Dynein transport nuclear GR-EGFP	Dynein transport cell count	CSM14.1 death rescue
Cc1ncc([N+](=O)[O-])n1CCOC(=O)c1ccc(Br)cc1	-1%	4.0	1.6	2.4	i	15	-0.3	1524	0.66	1305	0%	0.6%	1.3	-0.17	0.9	-0.82	1.3%
Cc1cc(C)n2nc(C(=O)N3CCN(Cc4ccc5c(c4)OCO5)CC3)nc2n1	-12%	4.2	1.6	7.0	i	1	-1.1	1066	·	·	12%	-0.3%	2.6	-0.19	1.5	-1.4	-1.0%
COc1cc2c(cc1OC)-c1cc(Nc3ccc4c(c3)OCCO4)nc(=O)n1CC2	13%	1.5	1.7	22	i	12	-1.4	1016	-0.1	1288	25%*	-0.1%	1.2	-0.23	0.69	0.084	·
Nc1cc(C(=O)OCC(=O)N2CCCC2)ccc1Cl	42%	5.2	3.6	5.9	i	0	0.9	793	0.32	1277	9%	1.1%	-1.3	-0.2	-0.56	0.33	-1.7%
CCOC(=O)c1cc(NC(=O)CC(C)(C)CC(=O)O)ccc1N1CCCCC1	9%	·	·	·	·	·	-3.5	1119	-0.52	1436	6%	0.8%	-0.37	-0.026	-0.18	0.81	·
O=C(CN1CCN(c2ccccn2)CC1)Nc1ccc2ccccc2c1	15%	2.7	2.2	13	i	-6	-1.5	917	1.1	1182	5%	0.0%	-0.48	0.42	-0.1	-0.013	0.0%
Cc1ccc(S(=O)(=O)c2cc3ccccc3oc2=O)cc1	-3%	4.4	1.7	5.2	i	27	2.4	1198	-0.03	1342	3%	-0.3%	-0.9	-0.27	-0.3	0.92	-14%
Cc1ccc(-c2c(C(=O)N(C)Cc3ccccc3)oc(=O)c3ccccc23)cc1	-4%	2.2	2.4	1.0	i	-10	-4.9	535	0.86	1354	2%	-0.8%[50 µM]	-0.11	-0.29	-0.52	-0.09	-8.0%
Clc1cccc(Nc2c3c(nc4ncnn24)CCC3)c1	-1%	4.3	3.2	1.9	i	2	1.9	944	-0.46	1178	-1%	0.4%	0.34	-0.53	0.058	0.12	-1.7%
COC(=O)c1nc(-c2ccccc2)n[nH]1	-12%	0.9	1.1	8.1	i	-4	5.5	971	-0.06	863	2%	1.4%	0.29	0.05	0.55	-0.88	-1.5%
CCc1nnc(SCc2cn3c(C)cc(C)nc3n2)n1N	-24%	2.0	2.0	9.4	i	5	-0.1	1022	0.02	1283	15%	0.6%	-0.7	-0.21	-0.18	1.1	-2.4%
CCCS(=O)(=O)N1CCCC(C(=O)NCC2CCCO2)C1 (stereo unspecified)	9%	4.5	1.7	6.6	i	-1	0.3	1290	0.22	1702	10%	0.7%	3.2	-0.12	1.1	-1.6	-1.9%
CC(=O)N1N=C(c2ccncc2)OC12CCCC2	-8%	3.5	2.5	6.4	i	-4	0.3	1087	-0.51	896	5%	0.3%	-0.014	-0.13	-0.056	0.45	3.8%
Cc1ccc(S(=O)(=O)N2CCN(C(=O)c3cccs3)CC2)c(C)c1	-6%	2.3	2.7	8.5	i	11	-2.3	1122	0.21	1275	2%	·	-0.7	-0.23	-0.42	0.77	0.4%
